ARNT TACC3 PPI – disrupts binding between human ARNT and TACC3. AlphaScreen His-ARNT PAS-B/GST-TACC3 binding, luminescence; TACC3 fragment carries E629A point mutation. inhibition, % at 9.99 µM. hit rate 0.66% among 390,000;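 active = mean inhibition of replicates at least 50% and at least half of replicates each reaching 50%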;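 note: 0% = complete ARNT plus TACC3 wells and 100% = ARNT alone without TACC3; many hits fall short of the cut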
ERp5 block – ERp5 (human) disulfide isomerase inhibition. ERp5 insulin aggregation, absorbance 650 nm, 90 min. AID 651711. inhibition, % at 9.99 µM. hit rate 0.05% among 350,000;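 active = mean replicate inhibition above about 25%, with every replicate also reaching it, limit read from the data, passing the limit was not always enough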
Target sequence (Q15084 whole entry, looked up): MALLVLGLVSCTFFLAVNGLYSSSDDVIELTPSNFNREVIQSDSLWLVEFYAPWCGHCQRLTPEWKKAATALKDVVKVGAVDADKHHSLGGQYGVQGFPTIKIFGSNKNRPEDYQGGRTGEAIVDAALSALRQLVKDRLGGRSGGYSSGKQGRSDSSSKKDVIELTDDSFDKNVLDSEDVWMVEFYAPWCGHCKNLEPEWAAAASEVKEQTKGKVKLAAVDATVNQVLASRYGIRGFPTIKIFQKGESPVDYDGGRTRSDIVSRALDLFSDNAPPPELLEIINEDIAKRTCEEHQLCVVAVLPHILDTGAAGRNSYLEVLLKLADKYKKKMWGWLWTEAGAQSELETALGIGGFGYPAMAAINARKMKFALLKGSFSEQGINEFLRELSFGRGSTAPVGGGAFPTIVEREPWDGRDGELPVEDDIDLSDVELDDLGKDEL
miR122 inh – inhibitors of miR-122 in Huh7 cells; Huh7 miR-122 Renilla luciferase sensor, 48 h; neutral wells = 0, positive control = 100; activation (reporter increase), % at 12.5 µM; hit rate 0.3% among 340,000;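 active = mean replicate activation score at least 90 and every replicate individually at or above 90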;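 note: higher luciferase means less miR-122 activity so hits act as miR-122 inhibitors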
esBAF inh – blocks esBAF chromatin remodeling in mouse ES cells. Bmi1-luciferase knock-in reporter, 24 h; 100% = twice the neutral-well signal. reporter increase, % at 12.5 µM. hit rate 2% among 350,000. AID 602393; in the data active = activation above about 40%;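 note: 0% = median of the plate's neutral control wells and 100% = double that signal; a rise in the Bmi1 reporter signal indicates esBAF inhibition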
Cneo AK release – Cryptococcus neoformans lysis via adenylate kinase release; hit rate 0.2% among 360,000; C. neoformans lysis, adenylate kinase release luminescence, 4 h; normalised: neutral wells 0, clomiphene wells 100; lysis activity, % at 15 µM; AID 651654;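 active = mean lysis activity across replicates of at least 80%, whatever share of replicates individually reach that level; inactive = mean lysis activity below 80%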
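Material – Cryptococcus neoformans yeast cells · Quantity – 5 × 10^6 yeast cells/mL · Buffer or medium – YPD medium · Compound – single dose · Timing – 4 h static compound exposure, 37 °C, read 1 h post-reagent · Signal – adenylate kinase release luminescence · Read-out basis – lysis from increased AK signal · Benchmarks – Clomiphene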
C2C12 statin – suppression of simvastatin myotoxicity; AID 602340; hit rate 0.78% among 330,000; rescue of ATP level, % at 7.49 µM; C2C12 myotubes + simvastatin, ATP luminescence, 48 h; scaled: DMSO 0, geranylgeraniol control 100;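 active = mean ATP rescue above about 67%, or every replicate alone reaching that limit, limit read from the data, passing the limit was not always enough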;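 note: myotubes were challenged with 10 µM simvastatin during compound exposure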
SIRT5 inh – blocks human SIRT5 desuccinylation of peptide. hit rate 1.1% among 330,000. inhibition, % at 15 µM. Q9NXA8. Purified SirT5, succinyl-peptide AMC, trypsin-coupled fluorescence; in the data active = inhibition above about 15%
Target sequence (Q9NXA8 whole entry, looked up): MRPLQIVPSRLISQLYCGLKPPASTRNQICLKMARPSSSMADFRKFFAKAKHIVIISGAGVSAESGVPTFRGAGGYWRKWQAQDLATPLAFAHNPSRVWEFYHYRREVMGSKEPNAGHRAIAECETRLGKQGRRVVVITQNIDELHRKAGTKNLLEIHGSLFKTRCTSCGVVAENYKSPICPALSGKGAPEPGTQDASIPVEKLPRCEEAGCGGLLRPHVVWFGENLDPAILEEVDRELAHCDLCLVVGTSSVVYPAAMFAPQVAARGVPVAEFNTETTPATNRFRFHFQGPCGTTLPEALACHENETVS
* hit, by the source's call; x = no result given; [ ] = remark or other dose.

SMILES	ARNT TACC3 PPI	ERp5 block	miR122 inh	esBAF inh	Cneo AK release	C2C12 statin	SIRT5 inh
C[C@@H]1CN([C@H](C)CO)S(=O)(=O)c2ccc(-c3cncnc3)cc2O[C@H]1CN(C)C(=O)CN(C)C	-3	-2	6[16.7 µM]	-4	-1	-2	0
COc1ccccc1NC(=O)C(=O)NCC(c1ccco1)N1CCc2ccccc21 (configuration not stated)	6	14	-1	4	1	-7	0
CCOc1ccc(S(=O)(=O)N2CCN(C(=O)c3cc(C4CC4)nn3-c3ccccc3)CC2)cc1	0	1	x	x	x	x	-3
COCCN(C(=O)c1csnn1)C(C(=O)NC1CCCCC1)c1ccccc1F (configuration not stated)	x	-2	x	-7	0	-4	0
COc1ccc(NC(=O)c2cccc3c2C(=O)c2ccc(-c4cnc(OC)nc4)cc2S3(=O)=O)cc1	31	5	-2	-8	-1	-9	x
N[C@@H](Cc1ccc(O)cc1)C(=O)Nc1ccc2ccccc2c1	x	-1	2	19	1	4	-1
CCC(c1nnnn1C1CCCCC1)N(Cc1ccco1)Cc1cc2ccc(OC)cc2[nH]c1=O (configuration not stated)	-12	x	-1	6	4	x	x
CCOC(=O)N1CCN(c2nc3ccccn3c(=O)c2C=O)CC1	0	2	x	-6	53	-1	3
CCCC1(CCC)NC(=O)N(CC(=O)c2cc(C)n(-c3ccc4c(c3)OCO4)c2C)C1=O	1	x	-2	x	0	x	x
C[C@H](CO)N1C[C@H](C)[C@H](CN(C)C(=O)Nc2ccc(C(C)(C)C)cc2)OCc2cn(nn2)CCCC1=O	-2	7	5[16.7 µM]	6	6	-2	2
CCC1CCC(NC(=O)Nc2cccc(OC)c2)CC1 (configuration not stated)	x	x	7	83*	0	-5	x
CN(C)S(=O)(=O)c1cccc(NC(=O)CCNC(=O)Nc2ccccc2)c1	x	2	x	0	x	0	3
O=C(N[C@@H](Cc1ccccc1)C(=O)O)c1ccc(C(F)(F)F)cc1	-13	1	0	1	-2	-3	1
COc1ccc(C(CNC(=O)C(C)(C)Oc2ccc(Cl)cc2)N2CCCC2)cc1 (configuration not stated)	26	0	-4	2	0	-16	-2
COCC(=O)Nc1ccc2c(c1)C(=O)N(C)C[C@H](OC)[C@@H](C)CN(Cc1ccccc1OC)[C@@H](C)CO2	-9	1	0[16.7 µM]	-1	0	8	0
CCCNC(=O)C[C@@H]1C[C@@H]2c3cc(NC(=O)CC4CC4)ccc3O[C@@H]2[C@H](CO)O1	-3	-5	3[16.7 µM]	0	-13	-2	1
COc1ccc(-c2ccc([C@@H]3[C@H]4CN(C(=O)c5ccc(F)cc5)CCCCN4[C@H]3CO)cc2)cc1	x	0	3[16.7 µM]	x	42	x	2
Cc1cc[n+](CC(=O)c2cccs2)cc1	0	3	x	20	3	-4	5
O=C(NC1CCCCC1)N[C@H]1CC[C@H](CCNS(=O)(=O)c2ccccc2)O[C@H]1CO	-15	4	x	-3	0	0	2
Cc1cc(/C=N/n2cnnc2)c(C)n1-c1ccc(OCc2ccccc2F)cc1	-11	-1	-16	-6	-5	-4	1
COc1ccc(OC)c(S(=O)(=O)n2ccnc2C)c1	-1	x	5	-4	-1	-8	x
CC(=O)c1ccc(OCCCC(=O)Nc2cccc(S(=O)(=O)N3CCCCCC3)c2)cc1	7	8	6	x	0	7	-5
O=C(CCC(=O)Nc1nnc(C2CCCCC2)s1)NCC1CCCO1 (configuration not stated)	1	x	-2	-6	16	-1	x
COc1cccc(-c2cc3nc4c(c(N5CCC6(CC5)OCCO6)n3n2)CCCC4)c1	-1	-9	x	43*	0	-49	-8
Cc1cc(N)n2nc(C(F)(F)F)nc2n1	x	0	3	-2	-2	4	-3
C[C@H](NC(=O)C[C@@H]1CC[C@H]2[C@@H](COC[C@@H](O)CN2Cc2cc(F)ccc2F)O1)c1ccccc1	0	0	-6[16.7 µM]	0	1	-4	6
Cc1ccc(N/C=C(\[N+](=O)[O-])S(=O)(=O)c2ccccc2)cc1	-9	8	x	x	x	x	-1
CC(=O)OC1(C)C=Cc2ccccc2C1=NS(=O)(=O)c1ccccc1 (configuration not stated)	x	0	5	0	2	-2	x
OC[C@@H]1CN(Cc2ccccc2)C[C@H](n2cnc3c(Nc4ccccc4)ncnc32)O1	x	0	2	2	0	11	x
CCC(=O)Nc1ccc2c(c1)C(=O)N(C)[C@@H]1CC[C@@H](CC(=O)NCCc3ccccc3)O[C@H]1CO2	-6	2	-4[16.7 µM]	1	1	-22	-3
O=C(O)CN1C(=O)/C(=C\c2cccc(OC(=O)c3ccco3)c2)SC1=S	x	0	-3	-7	-1	25	5
CCOc1ccccc1NC(=O)Cn1c(=O)c2ccccc2n(CC)c1=O	-5	x	-1	-11	5	-4	x
CO[C@H]1CC[C@H]2CCN(C)C(=O)[C@H](C)N(C)C(=O)c3cccc(C#N)c3OC[C@H]1O2	-8	-3	x	5	2	-9	-1
COc1ccc(-c2nc(-c3ccccn3)no2)cc1	8	4	x	x	x	x	-3
CCOc1cccc(C2/C(=C(/O)c3ccc4c(c3)CC(C)O4)C(=O)C(=O)N2Cc2cccnc2)c1 (configuration not stated)	-1	2	-11	-5	1	-1	3
Cc1ccccc1NC(=S)N1CCN(Cc2ccccc2)CC1	-6	1	x	x	x	x	-2

Profiles, quoted from the list. Values in the order: ARNT TACC3 PPI | ERp5 block | miR122 inh | esBAF inh | Cneo AK release | C2C12 statin | SIRT5 inh
Shown for CCOc1ccccc1NC(=O)Cn1c(=O)c2ccccc2n(CC)c1=O → -5 | x | -1 | -11 | 5 | -4 | x
Shown for CO[C@H]1CC[C@H]2CCN(C)C(=O)[C@H](C)N(C)C(=O)c3cccc(C#N)c3OC[C@H]1O2 → -8 | -3 | x | 5 | 2 | -9 | -1

Continued:
SMILES	ARNT TACC3 PPI	ERp5 block	miR122 inh	esBAF inh	Cneo AK release	C2C12 statin	SIRT5 inh
CCOc1ccc2nc(NC(=O)Cn3cnc4c3c(=O)n(C)c(=O)n4C)sc2c1	-8	x	-3	9	-4	-11	x
O=C(OCC(=O)N1CCCCCC1)c1ccc([N+](=O)[O-])cc1Cl	0	-7	x	x	x	x	-3
c1cc2c(cc1CNc1ccc(N3CCOCC3)cc1)OCO2	10	7	7	69*	1	16	2
CCC(C)[C@H]1CNCCN1CCC12CC3CC(CC(C3)C1)C2 (some centres not stated)	3	-2	2	1	0	-4	x
Cc1ccc(-c2nc3ccccc3s2)cc1S(=O)(=O)N1CCCC1	-8	1	-1	x	x	x	-3
O=C(CCn1c(=O)oc2ccccc21)Nc1ccc(N2CCOCC2)cc1	-1	2	4	2	-4	3	-1
COc1ccc(NS(=O)(=O)c2c(C)[nH]c(C)c2C(=O)N2CCCCC2)cc1Cl	1	3	55	-6	0	7	-4
COc1ccc(OC)c(/C=C2\SC(=S)N(NS(=O)(=O)c3ccc(C)cc3)C2=O)c1	18	1	x	x	x	x	0
O=C(CCc1ccccn1)N1CCCC(N2CCN(c3cccc(C(F)(F)F)c3)CC2)C1 (configuration not stated)	1	2	-4	1	-1	5	-1
OCCNCCOc1ccccc1F	-76	x	-3	1	0	-3	x
O=C(CCn1c(=S)oc2ccccc21)N1CCCCC1	2	-6	x	x	x	x	-2
CCOC(=O)C1(CCOc2ccccc2)CCN(Cc2cccs2)CC1	-3	2	x	x	x	x	-2

Some of the entries above in another layout:
compound: CCOC(=O)C1(CCOc2ccccc2)CCN(Cc2cccs2)CC1
  ARNT TACC3 PPI: -3; ERp5 block: 2; miR122 inh: x; esBAF inh: x; Cneo AK release: x; C2C12 statin: x; SIRT5 inh: -2
compound: OCCNCCOc1ccccc1F
  ARNT TACC3 PPI: -76; ERp5 block: x; miR122 inh: -3; esBAF inh: 1; Cneo AK release: 0; C2C12 statin: -3; SIRT5 inh: x
compound: O=C(OCC(=O)N1CCCCCC1)c1ccc([N+](=O)[O-])cc1Cl
  ARNT TACC3 PPI: 0; ERp5 block: -7; miR122 inh: x; esBAF inh: x; Cneo AK release: x; C2C12 statin: x; SIRT5 inh: -3

Next results
SMILES	ARNT TACC3 PPI	ERp5 block	miR122 inh	esBAF inh	Cneo AK release	C2C12 statin	SIRT5 inh
COc1ccc(OC)c(NC(=O)c2cc(-c3cc(C)cc(C)c3O)n[nH]2)c1	-3	1	8	0	-1	-20	-1
CN1C(=O)/C(=C/c2ccc(OCc3ccc(F)cc3)cc2)N(C)C1=S	1	5	-4	4	2	-8	-4
COc1ccc(NC(=O)N(CCC(C)C)C(C)c2ccccn2)c(OC)c1 (configuration not stated)	1	7	-3	-4	-7	9	-2
COc1ccc2[nH]c3c(c2c1)CCN1C(=O)N([C@@H](C)C(=O)NC2CCCC2)C(=O)[C@]31C	-1	11	-9	2	-4	4	0
Cc1cccc(CN2CCN(c3nc4nonc4nc3NC3CC3)CC2=O)c1	-11	-7	x	x	x	x	-4
O=C(c1cc(C2CC2)nn1-c1ccccc1)N1CCN(S(=O)(=O)c2cccc(F)c2)CC1	4	-1	-17	5	2	-11	1
COc1ccc(NC(=O)C2CCCN2C(=O)OCc2ccccc2)c(OC)c1 (configuration not stated)	-5	x	9	5	-2	10	x
Cc1cc(S(=O)(=O)N2CCN(Cc3ccc4c(c3)OCO4)CC2)cc(C)c1N1CCCC1=O	-5	-1	x	1	8	3	x
COc1ccccc1/C=N/Nc1cc(N(C)C)nc(N(C)C)n1	10	5	x	x	x	x	1
CCc1nc(-c2ccc(C)nc2OC)no1	11	x	-4	2	0	-3	x
O=C(CCN1CCc2ccccc2C1)Nc1ccc(F)c(F)c1	-8	4	x	x	x	x	-4
CC(=O)c1cccc(-c2cnc3c(NC=O)cc(-c4cccc(C(=O)N(C)C)c4)cn23)c1	x	-5	-7	-5	-1	-8	x
COC(=O)C1(C)NC(c2ccc(O)cc2)C2C(=O)N(c3ccc4c(c3)OCCO4)C(=O)C21 (configuration not stated)	-7	x	-5	7	4	-3	x
Cc1ccc(C(C)(C)C)c(OCCCn2ccnc2)c1	-16	2	6	-7	x	1	-2
COc1ccc(CC(=O)Nc2cccc(-c3ccc4nnc(C)n4n3)c2)cc1	-1	0	-4	-4	x	6	-6
N#CC1CCCc2c1[nH]c1ccc([N+](=O)[O-])cc21 (configuration not stated)	17	1	-7	x	-2	x	0
Cc1cc([N+](=O)[O-])cc(/C=N\NC(=O)C2COc3ccccc3O2)c1O (configuration not stated)	43*	5	-8	1	2	20	-3
Cn1c2ccccc2c2cnn(CC(=O)N3CCCCC3)c(=O)c21	-3	-2	x	x	x	x	-3
CC(C)[C@H](NC(=O)c1ccccc1)C(=O)NC1CCCCCCC1	0	0	x	2	-2	1	-3
O=C(Cc1ccncc1)Nc1ccc2c(c1)[C@@H]1C[C@@H](CC(=O)NC3CCCCC3)O[C@H](CO)[C@@H]1O2	-12	-1	28[16.7 µM]	10	4	-5	0
Cc1ccc(C(=O)Nc2nc3n(n2)C(c2ccccc2)CC(=O)N3)cc1 (configuration not stated)	x	1	-1	x	2	x	-4
Cc1ccc(OCC(=O)NNC(=O)Cc2ccc(S(=O)(=O)N3CCOCC3)s2)cc1	0	2	x	-1	-2	-12	0
CCCCN(Cc1cc2cccc(C)c2[nH]c1=O)S(C)(=O)=O	-2	-5	-7	5	1	19	1
C[C@@H](NC(=O)[C@@H]1N[C@@H]2c3ccc(-c4ccncc4)c(=O)n3C[C@@H]2[C@H]1CO)c1ccccc1	1	-4	1[16.7 µM]	4	-2	-16	-12
O=C(c1cc(-c2ccncc2)nc2ccccc12)N1CCOCC1	2	-3	x	7	-2	-4	0
O=C(NCc1ccc2c(c1)OCO2)Nc1cccc(Cl)c1	-7	2	-2	67*	-1	32	-1
CCOc1cccc(CN2CCC(n3nccc3NC(=O)CCCc3ccccc3)CC2)c1	-4	1	-10	x	0	x	2
COc1ccccc1CCn1cc(C#N)c(=O)[nH]c1=O	x	-2	-1	-9	5	-3	-2
COC(=O)C1=CN(C2CC2)C=C(C(=O)OC)C1c1ccccc1OC	-9	x	3	-6	x	19	x
Nc1ccc(Oc2ccc(N)c([N+](=O)[O-])c2)cc1[N+](=O)[O-]	x	-2	x	x	1	x	-3
CCN1C(=O)C(O)(CC(=O)C(C)(C)C)c2cc(Br)ccc21 (configuration not stated)	-12	0	x	x	x	x	-5
CC(C)OC(=O)Cn1c(-c2ccccc2)c(-c2ccccc2)nnc1=O	8	0	-3	4	-2	-6	x

Screens deposited in PubChem by Broad Institute.
